# Screening data from PubChem BioAssay.
# BoNT-A LC inh2: blocks Botulinum neurotoxin A light chain protease; multiplex microsphere protease substrate cleavage, flow cytometry; inhibition, % at 10 µM; hit rate 0.17% among 360,000; AID 588499; also: plate controls were buffer without enzyme for full effect and enzyme alone for no effect
# Yp Topo-I inh: inhibitors of Yersinia pestis topoisomerase I. Y. pestis Topo-I cleavage product accumulation, plate reader. activity, % at 10 µM. hit rate 0.064% among 360,000. AID 504884; in the data active = activity above about 50%, passing the limit was not always enough; inconclusive = no clear call, values can overlap the other calls; also: inactives centre near 2
# Anthrax LF prot: blocks Bacillus anthracis lethal factor protease; P15917; inhibition, % at 10 µM; hit rate 0.12% among 360,000; AID 588501; multiplex microsphere protease cleavage assay, LF; also: plate controls were buffer without enzyme for full effect and enzyme alone for no effect
# PfHsp40 rescue: rescue of PfHsp40-mediated yeast toxicity | S. cerevisiae expressing PfHsp40, growth rescue, ATP luminescence | growth rescue, % at 12.5 µM | hit rate 0.68% among 340,000; in the data active = growth rescue above about 28%, passing the limit was not always enough; inconclusive = no clear call, values can overlap the other calls;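 also: yeast W303a lacking pdr1 and pdr3 grown in galactose medium; growth measured after three days at 30 °C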
# PrPC surface inh: inhibitors of human cell surface prion protein PrPC; P04156; TR-FRET read-out; inhibition, % at 13.8 µM; hit rate 0.43% among 370,000; in the data active = inhibition above about 24%; also: 0% = median of the test wells and 100% = reference compound wells
# BH1578 lux ind: inducers of Vibrio cholerae quorum light production without autoinducers; V. cholerae BH1578 lux reporter, luminescence, 6 h; activation, % at 18.7 µM; hit rate 0.16% among 350,000; AID 588436; in the data active = activation mostly above about 9.7%, no sharp cut-off; inconclusive = no clear call, values can overlap the other calls; inactive = mostly below about 3.7%; also: not every result past the cut was called active; inactives centre near 0; reference of the scale not given here
# TcdB inh: inhibitors of Clostridioides difficile toxin B glycohydrolase | inhibition, % at 9.99 µM | TcdB glycohydrolase enzymatic assay, plate reader | hit rate 0.24% among 350,000 | P18177 | AID 652162; in the data active = inhibition above about 10%
# 3CLpro inhibitor: SARS-CoV 3CLpro protease inhibition; recombinant SARS-CoV 3CLpro, quenched FRET peptide cleavage; hit rate 0.14% among 290,000; inhibition, % at 6 µM; P0C6X7; in the data active = inhibition above about 12%
# PriA SSB inh: blocks PriA binding to SSB C-terminal tail; AlphaScreen SSBct-PriA binding, biotinylated peptide; inhibition, % at 33 µM; hit rate 0.6% among 430,000; in the data active = inhibition mostly above about 37%, no sharp cut-off; inactive = mostly below about 20%;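 also: plate controls were negative control peptide for no effect and reference peptide for full effect; strong numbers were not always called active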
# Active calls of the source: *; i = inactive; ? = inconclusive; / = no result given; & = joins results of further samples. Rule as the data show it, unless noted: active = inhibition above about 30%; inconclusive = no clear call, values can overlap the other calls; inactive = below that. Not all compounds are listed; the hit share may differ from the screen's.
SMILES,BoNT-A LC inh2,Yp Topo-I inh,Anthrax LF prot,PfHsp40 rescue,PrPC surface inh,BH1578 lux ind,TcdB inh,3CLpro inhibitor,PriA SSB inh
CCOc1ccc(C(CC(=O)O)NC(=O)COc2ccccc2)cc1OC (stereo unspecified),0.2,1,12,-0.8,-2,-0.5,0.1,0,0
O=c1[nH]c(-c2ccc(O)cc2)nc2scc(-c3cccs3)c12,-1.1,2,-2,4.3,4,-0.5,0.9,3,-11
O=C(Oc1ccc[nH]c1=O)c1cccc(Cl)c1,-4.3,0,-10,0.5,2,-1.1,-0.2,-2,-8
O=C(C1CCN(S(=O)(=O)c2cccc3cccnc23)CC1)N1CCN(c2ccc(Cl)cc2)CC1,-0.3,21,-2,-0.5,12,-0.2,0.2,7,-7
O=S(=O)(O)c1cc(OS(=O)(=O)c2ccccc2)cc2ccccc12,-0.6,8,-11,0.1,24,i,1.1,2,-11
COc1ccccc1OCC(=O)Nc1ncc(C)s1,0.8,2,4,1.0,-2,i,1.4,/,6
Cc1cccc(NC(=O)C2CCN(S(=O)(=O)c3ccc(Cl)cc3)CC2)n1,-0.5,42,12,-3.4,2,i,2.4,/,-2
CC(C)[C@H](NC(=O)[C@H](CCCN=C(N)N)NC(=O)NC(Cc1ccccc1)C(=O)O)C(=O)NC(C=O)CCCN=C(N)N (stereo partly specified),-0.4,-6,-4,-0.2,-2,3.0,2.5,-1,-4
Cc1ccc(C)c2c1cc(C)c1nnc(SCC(=O)Nc3nc4c(s3)CCCC4)n12,0.1,34,-2,-1.0,-56,0.7,/,-9,9
CCOC(=O)N1CCN(C(=O)c2cc3ccccc3o2)CC1,-1.4,-2,2,-0.8,-3,-2.1,1.3,-1,-2
CCOC(=O)N1CCN(S(=O)(=O)N2CCCC(C(=O)NCCCN3CCCCC3)C2)CC1 (stereo unspecified),-1.3,-1,1,-0.2,-6,i,-0.8,-2,-10
CC(=O)Nc1ccc(N(C(=O)CNC(=O)c2ccco2)C(C(=O)NCC2CCCO2)c2ccccc2)cc1 (stereo unspecified),-0.3,0,0,0.7,-4,0.1,0.7,2,-14
Cc1ccc(C)c(NC(=O)COC(=O)c2cccc(S(=O)(=O)N3CCCCC3)c2)c1,/,2,/,-2.1,-3,i,-3.6,/,-7
NC(=O)CSc1nc(O)cc(=O)n1-c1ccccc1,1.2,2,-1,-0.3,5,i,/,-7,-10
C=CCn1c(=N)n(CC(=O)c2ccc(Br)s2)c2ccccc21,6.5,2,3,-0.5,0,i,1.5,-2,12
CCOC(=O)c1nnn(CC(=O)Nc2cc(F)ccc2F)c1C(=O)OCC,0.7,4,-2,-1.5,4,-1.4,/,-1,-5
NS(=O)(=O)c1ccc(CCNC(=O)c2ccc(NS(=O)(=O)c3ccc4[nH]c(=O)[nH]c4c3)cc2)cc1,2.2,-1,-5,-0.5,4,3.7,1.4,/,-11
CC(=O)/C=C1/C(=O)Nc2ccccc21,0.6,-16,6,1.4,-11,i,-0.2,3,-12
CCN1CCN(c2oc(-c3ccc(OC)cc3)nc2C#N)CC1,-2.2,0,-4,-1.5,-4,-0.3,/,1,-12
CC(C)CN(C(=O)COC(=O)Cc1n[nH]c(=O)c2ccccc12)C1CCS(=O)(=O)C1 (stereo unspecified),?,1,0,-0.3,-1,i,/,-7,0

# Reformatted: results already given
canonical_smiles | BoNT-A LC inh2 | Yp Topo-I inh | Anthrax LF prot | PfHsp40 rescue | PrPC surface inh | BH1578 lux ind | TcdB inh | 3CLpro inhibitor | PriA SSB inh
CC(=O)Nc1ccc(N(C(=O)CNC(=O)c2ccco2)C(C(=O)NCC2CCCO2)c2ccccc2)cc1 (stereo unspecified) | -0.3 | 0 | 0 | 0.7 | -4 | 0.1 | 0.7 | 2 | -14
Cc1ccc(C)c(NC(=O)COC(=O)c2cccc(S(=O)(=O)N3CCCCC3)c2)c1 | / | 2 | / | -2.1 | -3 | i | -3.6 | / | -7
NC(=O)CSc1nc(O)cc(=O)n1-c1ccccc1 | 1.2 | 2 | -1 | -0.3 | 5 | i | / | -7 | -10
C=CCn1c(=N)n(CC(=O)c2ccc(Br)s2)c2ccccc21 | 6.5 | 2 | 3 | -0.5 | 0 | i | 1.5 | -2 | 12
CCOC(=O)c1nnn(CC(=O)Nc2cc(F)ccc2F)c1C(=O)OCC | 0.7 | 4 | -2 | -1.5 | 4 | -1.4 | / | -1 | -5
NS(=O)(=O)c1ccc(CCNC(=O)c2ccc(NS(=O)(=O)c3ccc4[nH]c(=O)[nH]c4c3)cc2)cc1 | 2.2 | -1 | -5 | -0.5 | 4 | 3.7 | 1.4 | / | -11
CC(=O)/C=C1/C(=O)Nc2ccccc21 | 0.6 | -16 | 6 | 1.4 | -11 | i | -0.2 | 3 | -12
CCN1CCN(c2oc(-c3ccc(OC)cc3)nc2C#N)CC1 | -2.2 | 0 | -4 | -1.5 | -4 | -0.3 | / | 1 | -12
CC(C)CN(C(=O)COC(=O)Cc1n[nH]c(=O)c2ccccc12)C1CCS(=O)(=O)C1 (stereo unspecified) | ? | 1 | 0 | -0.3 | -1 | i | / | -7 | 0

# (continued)
SMILES,BoNT-A LC inh2,Yp Topo-I inh,Anthrax LF prot,PfHsp40 rescue,PrPC surface inh,BH1578 lux ind,TcdB inh,3CLpro inhibitor,PriA SSB inh
CCn1cc(CN2CCC(C(=O)Nc3ccc(Oc4ccccc4F)cc3)CC2)cn1,0.2,-5,-4,/,-5,i,-0.4,/,/
Cc1csc(CN(C)C(=O)C2CCC(=O)N(Cc3ccc(Cl)cc3)C2)n1 (stereo unspecified),1.0,2,2,?,9,i,0.3,-6,6
Cn1nc([N+](=O)[O-])nc1N1CCOCC1,-0.2,7,-1,-1.2,-9,-0.4,/,-3,-15
COc1ccc(Nc2nc(-c3cccs3)nc3ccccc23)cc1S(=O)(=O)N1CCOCC1,-0.2,-5,-2,2.4,17,i,0.5,/,-8
Cc1ccc(S(=O)(=O)CCC(=O)OCC(=O)NCc2ccc(Cl)cc2)cc1,-0.8,-7,8,1.2,-1,/,-2.4,0,-4
O=C(c1cccc(S(=O)(=O)N2CCCc3ccccc32)c1)N1CCN(c2ccccc2)CC1,-0.5,-2,-5,2.1,-11,-2.9,0.3,/,-8
O=C1C(c2ccc(F)cc2)N(C2CCCCC2)C(=O)CN1C1CCCC1 (stereo unspecified),0.4,7,1,-0.6,0,i,/,-11,-4
Oc1cc2c(cc1CN1CCN(c3ncccn3)CC1)OCO2,0.4,7,-2,-0.4,0,7.7,0.4,-3,13
CCN(CC)CCCNC(=O)c1cc2nc(-c3ccccc3)cc(C(F)(F)F)n2n1,0.4,3,-5,-1.0,-18,0.5,0.5,-1,12
CN(CC(=O)Nc1ccc(F)cc1)C(=O)CN1C(=O)NC2(CCCCC2)C1=O,-0.6,5,-4,0.0,-2,i,0.7,/,-7
CCS(=O)(=O)c1ccc(C(=O)Nc2cccc(Cl)c2)c(Cl)c1Cl,0.0,-8,-1,-0.3,12,-5.0,/,5,0
CCOCCCNC(=O)C(c1ccc(C)cc1)N(Cc1cccs1)C(=O)c1ccccn1 (stereo unspecified),0.5,12,0,0.5,0,-1.1,-1.6,6,6
COCC1CCCCN1C(=O)c1cccc(OC2CCN(C(=O)C3CC3)CC2)c1 (stereo unspecified),-0.1,-1,-4,-0.3,-2,i,-0.1,-1,-1
O=C(NN1C(=O)/C(=C/c2cccs2)SC1=S)c1cccnc1,0.1,-1,-12,/,-1,i,0.5,-1,-6
O=C(NC(NC(=S)Nc1ccccc1C(=O)O)C(Cl)(Cl)Cl)c1ccco1 (stereo unspecified),0.7,2,0,-1.6,-3,-0.3,1.0,3,3
COCCCNc1nc(N)c([N+](=O)[O-])c(NC2CCCCC2)n1,-1.1,12,4,6.3,-6,i,0.0,2,0&-4
COc1ccc(S(=O)(=O)NCc2cccnc2)cc1Br,4.7,7,-11,0.4,10,0.6,0.3,-2,-9
CCCCC(=O)Nc1ccc(C(=O)NNC(=S)NC(=O)c2ccco2)cc1,-1.1,0,4,-1.1,0,-0.5,0.8,-2,7
CCOC(=O)Nc1cc(OC)c(OC)cc1Cc1nccc2cc(OC)c(OC)cc12,-1.2,7,-2,0.6,-2,-0.3,/,-2,6
CC(=O)O[C@H]1C[C@@H]2CC[C@@H]3[C@H](CC[C@]4(C)C(=O)CC[C@@H]34)[C@@]2(C)C[C@@H]1OC(C)=O,-0.7,-6,-4,0.5,/,-0.3,/,/,-6
Cc1c(-c2ccc(Cl)cc2)oc(=O)c2c(N)n(-c3ccccc3)nc12,-0.1,7,0,1.4,7,-0.2,/,7,-7
O=C(NCc1ccccn1)c1nn(-c2ccccc2)c(=O)c2ccccc12,-0.1,-6,2,-1.3,-5,i,-1.2,0,7
COc1ccc(OC)c(-c2nc3c(C)n[nH]c(=O)c3[nH]2)c1,-0.2,0,-2,-1.5,5,-5.0,/,-4,-6
O=C(OC(C(=O)NCC1CCCO1)c1ccccn1)c1cccs1 (stereo unspecified),-0.1,-6,-3,-0.9,2,-0.4,0.5,4,-12
Cn1c(SCC(=O)NNC(=O)Cc2ccccc2)nc2ccccc2c1=O,-0.4,0,0,0.0,-3,1.1,0.9,0,-4
Cc1nn(C)c(Cl)c1S(=O)(=O)N1CCC(CO)(CCc2ccccc2)CC1,-1.5,16,-5,-1.1,6,/,1.9,5,4
Cc1cccc(C2c3[nH]c4ccccc4c3CCN2C(=O)c2ccc(=O)[nH]c2)n1 (stereo unspecified),0.0,8,-7,0.7,4,-0.3,2.3,0,19
O=C(Nc1cccc(S(=O)(=O)N2CCOCC2)c1)C1CCCN(C(=O)c2ccc(Cl)cc2)C1 (stereo unspecified),1.6,-1,-3,-1.2,4,0.0,0.6,1,0
Cc1cc(C)cc(NC(=O)N2CCNC(=O)C2CC(=O)Nc2cc(Cl)ccc2Cl)c1 (stereo unspecified),0.7,18,0,2.9,2,-0.3,1.2,7,4
O=C(N1CCCCCC1)N1CCN(S(=O)(=O)c2cccc([N+](=O)[O-])c2)CC1,-0.1,25,6,-2.4,-21,-0.2,0.1,2,-9
Cc1ccc(-c2nn(-c3ccccn3)c(=O)c3ccccc23)cc1C,0.6,15,-16,-1.9,-5,i,1.1,3,-6
O=C(Cc1cscn1)c1ccc(O)cc1O,-2.2,0,0,2.8,-6,0.5,/,0,-4
Cc1ccc(S(=O)(=O)N2CCC(C(=O)Nc3ccc(S(=O)(=O)N4CCCC4)cc3)CC2)cc1,?,0,?,-1.3,3,i,2.3,/,2
COC(=O)COc1ccc2c(=O)c(Oc3ccccc3)c(C)oc2c1,-0.6,7,1,0.3,-2,-0.3,/,2,-9
Nc1nc2c(nc(SCc3ccccc3Br)n2C2OC(CO)C(O)C2O)c(=O)[nH]1 (stereo unspecified),-0.6,-9,2,-0.1,5,i,-0.2,3,-24
COCCNC(=O)/C(C#N)=C1\N=C(NC(=O)c2ccco2)c2ccccc21,1.6,-10,6,/,-31,-0.3,-5.1,/,/
COC(=O)c1ccc(CN(c2ccc(OC)cc2)S(=O)(=O)c2ccccc2)cc1,/,12,/,-0.3,3,-1.2,0.2,/,-11
COC(=O)C1CCN(C(=O)c2ccc(Cl)c(S(=O)(=O)NCc3ccco3)c2)CC1,1.3,-8,-1,-1.2,0,i,0.9,/,-6
C#CCOc1coc(COC(=O)c2ccccc2)cc1=O,-3.1,0,-6,-0.6,-2,i,-6.6,0,-6
O=C(OCc1ccc(COC(=O)c2ccccn2)cc1)c1ccccn1,0.7,-4,0,-0.3,6,2.9,/,1,-18
COc1ccc(CCNC2=CC(=O)N(c3ccc(F)cc3)C2=O)cc1,-0.4,-5,-6,-1.0,-3,1.4,1.8,6,4
NC(=O)c1ccc(C2SCC(=O)N2Cc2ccccc2)cc1 (stereo unspecified),-0.5,3,2,0.1,-5,i,/,1,-4
CCOc1ccc2nc(N(Cc3ccccc3)C(=O)CCNC(C)=O)sc2c1,1.6,27,-4,-0.6,8,i,-0.5,-2,3
